KCNK3 block = human KCNK3 channel inhibition, primary screen; O14649; 0.84% of 340,000 active; CHO-KCNK3 thallium flux, FluxOR fluorescence; stronger effect = lower value; B-score at 10 µM;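 active = B-score under library mean minus 4 SD, starting fluorescence ratio at most library mean plus 5 SD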;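 note: more negative B-score means stronger inhibition of thallium flux through KCNK3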
Target sequence (O14649 whole entry, looked up): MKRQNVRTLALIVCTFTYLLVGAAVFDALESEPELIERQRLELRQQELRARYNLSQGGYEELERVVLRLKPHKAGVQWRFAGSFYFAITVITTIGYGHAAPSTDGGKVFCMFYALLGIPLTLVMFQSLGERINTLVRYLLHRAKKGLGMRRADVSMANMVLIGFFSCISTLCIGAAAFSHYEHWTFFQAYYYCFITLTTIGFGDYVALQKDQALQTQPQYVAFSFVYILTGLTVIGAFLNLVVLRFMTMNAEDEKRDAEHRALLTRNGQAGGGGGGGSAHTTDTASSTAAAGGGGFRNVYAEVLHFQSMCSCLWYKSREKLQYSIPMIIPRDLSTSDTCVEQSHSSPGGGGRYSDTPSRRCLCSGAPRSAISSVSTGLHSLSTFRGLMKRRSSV
Calls only; i = inactive. The list is partial; count on the stated rates, not on these rows.

SMILES	KCNK3 block
Cc1sc2ncnc(SCC(=O)NCC3CCCO3)c2c1C (stereo not drawn)	i
C[C@@]12CCC3[C@@](CCC4[C@@]3(C)CCC[C@@]4(C)C(=O)O)(CC1=O)C2 (stereo partly drawn)	i
O=C(c1cccc(S(=O)(=O)Nc2ccccc2Cl)c1)N1CCN(c2ccccc2O)CC1	i
Cc1ccc(C(=O)OCC(=O)Nc2cccc(S(=O)(=O)N3CCCCC3)c2)o1	i
CC(=NNC(=S)Nc1cccc(C)c1)c1ccccn1	i
COc1cccc(C(=O)NNC(=O)c2cccc3ccccc23)c1	i
CC(C)C[C@H]1CN([C@@H](CC(C)C)CN2CCC[C@@H]2CN2C(=O)C(=O)NC[C@@H]2Cc2ccccc2)C(=O)C(=O)N1CCc1ccccc1	i
O=S(=O)(Nc1ccc(-n2cnnn2)cc1)c1cccs1	i
Cc1cn([C@H]2C[C@H](O)[C@@H](CCC(=O)NC(c3ccccc3)c3ccccc3)O2)c(=O)[nH]c1=O	i
O=[N+]([O-])c1ccc(NN=Cc2cccc([N+](=O)[O-])c2)cc1	i

Given as labelled records: part of the list above.
Compound: CC(=NNC(=S)Nc1cccc(C)c1)c1ccccn1
  KCNK3 block = i

Compound: COc1cccc(C(=O)NNC(=O)c2cccc3ccccc23)c1
  KCNK3 block = i

More results.
SMILES	KCNK3 block
CC(=O)Nc1ccc(S(=O)(=O)Nc2ccccc2N2CCOCC2)cc1	i
CC1CC(C)(C)CC2(C1)NC(=O)N(CC(=O)N(C)Cc1nc3ccccc3c(=O)[nH]1)C2=O (stereo not drawn)	i
Cn1c(SCC(=O)NCC2COc3ccccc3O2)nnc1C(F)(F)F (stereo not drawn)	i
Cc1ccc(NC(=O)c2ncn(CC(=O)N[C@H](C)c3cccc4ccccc34)n2)cc1C	i
O=C(C[C@H]1C[C@H](C(=O)N2CCCCC2)[C@@]2(CCc3ccccc3)c3[nH]c4ccc(Cl)cc4c3CCN2C1=O)NCCC1=CCCCC1	i
CCN(C[C@H]1N[C@@](Cc2ccccc2)(C(=O)OC)[C@H]2C(=O)N(C)C(=O)[C@@H]12)C(=O)NC(C)C	i
Cc1ccc(C(=O)NCC(=O)OCn2nnc3ccccc3c2=O)cc1	i
Nc1ccc2ccc(O)cc2c1	i
N#Cc1ccccc1OCC(=O)N1N=C(c2cccs2)CC1c1ccco1 (stereo not drawn)	i
COc1cc(NS(=O)(=O)c2ccc(NC(=S)NC(=O)c3sc4ccccc4c3Cl)cc2)ncn1	i
O=C(Cc1ccc2c(c1)OCO2)NN=Cc1ccc([N+](=O)[O-])o1	i
O=C(COC(=O)c1ccc([N+](=O)[O-])o1)NCCCc1ccccc1	i
CCN(Cc1ccc(OC)c(F)c1)C(=O)/C=C/c1ccc(S(=O)(=O)N2CCOCC2)cc1	i
CC1CCCC(C)N1C(=O)COC(=O)c1ccco1 (stereo not drawn)	i
CN(C)CCCNC(=O)C[C@H]1C[C@H](C(=O)N2CCCCC2)[C@@]2(C)c3[nH]c4cc(CCC(=O)N(C)C)ccc4c3CCN2C1=O	i
CSc1ccc(Cl)c(C(=O)N2CCN(CC(=O)N3CCCC3)CC2)c1	i
C[C@]12c3[nH]c4cc(-c5ccco5)ccc4c3CCN1C(=O)[C@@H](CC(=O)NCc1ccco1)C[C@@H]2C(=O)N1CCOCC1	i
Cc1ccccc1OCC(=O)OCC(=O)c1c[nH]c2ccccc12	i
Cc1ccc(CN2CC(C(=O)NNC(=O)c3ccc(F)cc3)CC2=O)cc1 (stereo not drawn)	i
COC(=O)C(CC(=O)CNC(=O)c1ccccc1)NC(=O)c1ccccc1 (stereo not drawn)	i
Cc1ccc(NC(=O)c2ncn(CC(=O)N[C@H](CO)Cc3c[nH]c4ccccc34)n2)cc1C	i
COc1ccc(CNS(=O)(=O)c2ccc(F)cc2Br)cc1	i
CCOc1ccc(C(=O)COC(=O)Cn2cnc3c2c(=O)n(C)c(=O)n3C)cc1	i
CCc1ccc(C(C)NC(=O)COC(=O)c2ccc(-n3cnnn3)cc2)cc1 (stereo not drawn)	i
COc1cccc2sc(N)nc12	i
O=C(COC(=O)c1ccc(Br)o1)NCc1ccc2c(c1)OCO2	i
Cc1ccc(NC(=O)COC(=O)CC2CCCC2)cc1F	i
COc1ccc(S(=O)(=O)N2CCCCCC2)cc1C(=O)N(C)Cc1c(F)cccc1Cl	i
CC1=Nc2ccccc2/C1=C/c1c(C)[nH]c2ccccc12	i
COc1cc(C2c3cc4c(cc3C(O)C3COCC23)OCO4)cc(OC)c1OC (stereo not drawn)	i
CC(Sc1nnc(C2CC2)n1C1CC1)C(=O)NCc1cccs1 (stereo not drawn)	i
Cc1ccc(/C=C/C(=O)Nc2cc(S(=O)(=O)N3CCOCC3)ccc2N2CCOCC2)cc1	i
CC/C(C)=C1/NC(=O)NC1=O	i
O=C(COC(=O)c1cc(=O)[nH]c2ccccc12)Nc1ccc(Cl)c(S(=O)(=O)N2CCOCC2)c1	i
COc1ccccc1CNC(=O)c1cccc(S(=O)(=O)N(C)c2ccccc2)c1	i
O=C(NNC1CCN(Cc2ccccc2)CC1)c1ccccc1	i
CN(CC(=O)Nc1ccccc1Br)C(=O)COc1ccc2ccccc2c1	i
COc1ccc2cc(C3=CC(=O)CCC3)ccc2c1	i
O=C(OCc1csc(-c2ccccc2)n1)C1=NN(c2ccccc2)C(=O)CC1	i
c1ccc(OCCN2CCNCC2)cc1	i
NC(=O)C1(Nc2ccc(C(=O)O)cc2)CCCC1	i
Cc1ccc(OCC(=O)N2CCC(Cc3ccccc3)CC2)c([N+](=O)[O-])n1	i
CCN(CC)c1ccc(S(=O)(=O)N2CCCCC2)cc1NC(=O)C1CSC2(C)CCC(=O)N12 (stereo not drawn)	i
COC(=O)C[C@H](NC(=O)Cn1cnc(C(=O)Nc2ccc(C)c(C)c2)n1)C(=O)OC	i
COCc1c(C(=O)NCCc2ccc(OC(F)F)cc2)oc2ccccc12	i
NS(=O)(=O)c1ccc(NC(=O)COC(=O)Cn2cnc3ccccc3c2=O)cc1	i
O=C(C[C@@H]1C/C=C\CC[C@@H](Cc2ccc(F)cc2)C(=O)OC[C@@H]2CCCN2C1=O)N[C@H](CO)Cc1ccccc1	i
O=C(Nc1ccccc1C(=O)Nc1ccc(Br)cn1)c1ccccc1Cl	i
CC(O)C(NS(=O)(=O)c1ccc(Cl)cc1)C(=O)OCC(=O)c1ccc2c(c1)NC(=O)CO2 (stereo not drawn)	i
COCCCN(C(=O)c1ccc2ccccc2n1)c1c(N)n(Cc2ccccc2)c(=O)[nH]c1=O	i

Continuation.
SMILES	KCNK3 block
CCOc1ccc(Oc2ccccc2NS(=O)(=O)c2ccc(CCC(=O)O)cc2)cc1	i
CCc1ccc(OCC(=O)NNC(=O)c2cc(S(=O)(=O)N3CCOCC3)ccc2N2CCCC2)cc1	i
Cc1ccc(S(=O)(=O)CCC(=O)Nc2ccccc2N2CCCC2)cc1	i
O=C(CCC(=O)N1CCN(c2ccc(C(F)(F)F)cn2)CC1)c1cccs1	i
CC1CCCC(C)N1C(=O)CSc1nnc(-c2ccco2)n1C (stereo not drawn)	i
CC(C)[C@H](NC(=O)c1ccco1)C(=O)OCC(=O)c1ccc(Br)s1	i
N#CCC(=O)Nc1ccc(C(=O)OCC(=O)NCc2ccc3c(c2)OCO3)cc1	i
Cc1ccc(NC(=O)COC(=O)CCC2CCCC2)c(Br)c1	i
Cc1sc2nc(CSCC(=O)NC3(C#N)CCCCC3)[nH]c(=O)c2c1C	i
CCOc1ccc(Br)cc1S(=O)(=O)NC1=NCCCCC1	i
O=C(CCNC(=O)c1ccccc1Cl)NN=Cc1ccco1	i
COc1ccc([C@@H]2CC=C(C(=O)O)[C@H](c3ccc(C)cc3)N2S(=O)(=O)c2ccc(C)cc2)cc1OC	i
Cc1ccc(C)c(S(=O)(=O)N2CCN(C(=O)[C@@H](NC(=O)c3ccc(F)cc3)C(C)C)CC2)c1	i
CCCCNC(=O)COC(=O)C1CCN(S(=O)(=O)c2ccc3c(c2)OCCO3)CC1	i
CC(=O)c1ccc(S(=O)(=O)NCCC(=O)NCCc2c[nH]c3ccccc23)cc1	i
CC(=O)NC12CC3CC(C1)CC(C(=O)N(C)CC(=O)Nc1ccc(F)c(F)c1F)(C3)C2	i
CCOCc1c(C(=O)NCC(c2ccco2)N2CCCC2)oc2ccccc12 (stereo not drawn)	i
O=C(COC(=O)c1cc(=O)[nH]c(=O)[nH]1)Nc1ccccc1F	i
O=C1C=CCCC1	i
COc1ccc(CC(=O)N[C@@H]2c3ccccc3CC[C@H]2OCc2ccccc2)cc1	i
COc1ccc(N2CCN(CC(=O)Nc3ccccc3C(=O)NCc3ccccc3)CC2)cc1	i
CN(N=Nc1nc[nH]c1C(=O)NN)C1CCCCC1	i
Cc1nn(CC(=O)c2ccc3c(c2)OCCO3)c(=O)c(C#N)c1C	i
COC(=O)c1c(CCl)noc1C(=O)NCC1CCCO1 (stereo not drawn)	i
COc1cc(OC)c(N(C)S(=O)(=O)c2cccc(C(=O)Nc3nc(C)cs3)c2)cc1Cl	i
O=C(C[C@H]1C[C@H](C(=O)N2CCCCC2)[C@@]2(CCc3ccccc3)c3[nH]c4cc(-c5ccco5)ccc4c3CCN2C1=O)NCCN1CCOCC1	i
COc1ccc(NC(=O)CN2C(=O)NC(C)(c3ccc(C)cc3)C2=O)cn1 (stereo not drawn)	i
CCOc1ccccc1NC(=O)c1ccc(OCC(=O)N2CCOCC2)c(OC)c1	i
COc1ccc(S(=O)(=O)N2CCOCC2)cc1C(=O)NC1CCCCCC1	i
CCOC(=O)N1C(=O)NC(=O)C1c1ccc(OC)cc1 (stereo not drawn)	i
COc1cc(N=Nc2ccc(C(=O)N(C)C)cc2)c(C)cc1N	i
COc1ccc(C(=O)NC2CCC(O)CC2)cc1S(=O)(=O)NCc1ccc(Cl)cc1 (stereo not drawn)	i
O=S(=O)(c1ccccc1)N1CCCCC1CCc1ccccc1 (stereo not drawn)	i
CCN(Cc1nc2cc(Cl)ccc2c(=O)[nH]1)C(=O)c1cccc(NC(=O)c2cccs2)c1	i
O=C(CSc1ccccc1)Nc1cccc(S(=O)(=O)N2CCCCC2)c1	i
Cc1nc(SCC(=O)NCCN2C(=O)CSC2=O)nc(C)c1C	i
CCN1C(=O)C(=O)N(CC(=O)Nc2ccccc2OC(F)F)C1=O	i
COc1ccc(C(=O)CCC(=O)Nc2ccc(N3CCN(C)CC3)cc2)cc1OC	i
COc1cccc(NC(=O)CN(C)C(=O)c2c(-c3c(F)cccc3Cl)noc2C)c1	i
O=C(C[C@H]1C[C@H](C(=O)N2CCOCC2)[C@@]2(CCC3CCCC3)c3[nH]c4ccc(Cl)cc4c3CCN2C1=O)NCCc1ccccn1	i
Cc1ccc(S(=O)(=O)N2CCC[C@H]2C(=O)Nc2ccc(F)cc2C)cc1	i
CCn1c(Cc2ccccc2)nnc1SCC(=O)c1c(N)n(C2CC2)c(=O)[nH]c1=O	i
Cc1ccc(S(=O)(=O)N2CCN(C(=O)COC(=O)c3cccnc3Cl)CC2)c(C)c1	i
C[C@H]1COC(=O)[C@H](NC(=O)OCC2c3ccccc3-c3ccccc32)C/C=C\C[C@H](CC(=O)N(CCO)Cc2ccccc2)C(=O)N1	i
COc1ccc(OC)c(NC(=O)COC(=O)c2ccc(OC)c(S(=O)(=O)N3CCCC3)c2)c1	i
CCC1CCCCN1C(=O)COC(=O)COc1ccc(Br)cc1 (stereo not drawn)	i
O=C(COC(=O)C1=COCCO1)Nc1cc(C(F)(F)F)ccc1Cl	i
CC(=O)c1ccc2c3c(cc(C)c2c1)CCCC3	i
O=C1NC[C@H](Cc2ccccc2)N(CC2CCN(CCc3ccccc3)CC2)C1=O	i
COc1ccc(CNC(=O)CN2CCN(S(=O)(=O)c3cc(Br)ccc3Br)CC2)cc1OC	i

A draw from above in order of length of the SMILES, rising.
SMILES	KCNK3 block
CC(=O)c1ccc2c3c(cc(C)c2c1)CCCC3	i
O=S(=O)(c1ccccc1)N1CCCCC1CCc1ccccc1 (stereo not drawn)	i
CCC1CCCCN1C(=O)COC(=O)COc1ccc(Br)cc1 (stereo not drawn)	i
Cc1nc(SCC(=O)NCCN2C(=O)CSC2=O)nc(C)c1C	i
CCN1C(=O)C(=O)N(CC(=O)Nc2ccccc2OC(F)F)C1=O	i
O=C(CSc1ccccc1)Nc1cccc(S(=O)(=O)N2CCCCC2)c1	i
COc1ccc(C(=O)CCC(=O)Nc2ccc(N3CCN(C)CC3)cc2)cc1OC	i
Cc1ccc(S(=O)(=O)N2CCC[C@H]2C(=O)Nc2ccc(F)cc2C)cc1	i
O=C1NC[C@H](Cc2ccccc2)N(CC2CCN(CCc3ccccc3)CC2)C1=O	i
COc1cccc(NC(=O)CN(C)C(=O)c2c(-c3c(F)cccc3Cl)noc2C)c1	i
CCn1c(Cc2ccccc2)nnc1SCC(=O)c1c(N)n(C2CC2)c(=O)[nH]c1=O	i
Cc1ccc(S(=O)(=O)N2CCN(C(=O)COC(=O)c3cccnc3Cl)CC2)c(C)c1	i
CCN(Cc1nc2cc(Cl)ccc2c(=O)[nH]1)C(=O)c1cccc(NC(=O)c2cccs2)c1	i
O=C(C[C@H]1C[C@H](C(=O)N2CCOCC2)[C@@]2(CCC3CCCC3)c3[nH]c4ccc(Cl)cc4c3CCN2C1=O)NCCc1ccccn1	i
C[C@H]1COC(=O)[C@H](NC(=O)OCC2c3ccccc3-c3ccccc32)C/C=C\C[C@H](CC(=O)N(CCO)Cc2ccccc2)C(=O)N1	i

Next structures follow.
SMILES	KCNK3 block
CC(Sc1nncn1C)C(=O)Nc1ccc(N2CCCCC2)cc1 (stereo not drawn)	i
CC(Sc1n[nH]c(-c2cccs2)n1)C(=O)Nc1ccc(C(N)=O)cc1 (stereo not drawn)	i
CON(C)C(=O)CCC1CCCN1C(=O)OC(C)(C)C (stereo not drawn)	i
COc1ccc(C(CNC(=O)C(C)(C)Oc2ccc(Cl)cc2)N2CCCC2)cc1 (stereo not drawn)	i
CCC1CCCCN1C(=O)COC(=O)CSc1ccc(C(N)=O)cc1[N+](=O)[O-] (stereo not drawn)	i
COc1cccc(CC(=O)NN2C(=O)NC3(CCCCC3)C2=O)c1	i
C[C@H](O)[C@@H]1C(=O)N2CCc3ccc(-c4cccc(F)c4)cc3[C@@H]2C[C@@H]1N(C)C(=O)Nc1ccccc1	i
CCOC(=O)C1=C(COC(=O)/C=C/c2ccc(O)c(OC)c2)NC(=O)NC1C (stereo not drawn)	i
O=C(O)c1cc(S(=O)(=O)Nc2cccc(S(=O)(=O)N3CCCC3)c2)ccc1Cl	i
Cc1cccc(C=CC(=O)c2ccc(Cl)cc2)c1	i

Compound activity from PubChem BioAssay.
